Bioassay records from PubChem.
KCNQ1 pot – potentiators or activators of KCNQ1 channel, primary screen, cell-based, thallium flux, high-throughput. AID 2648, 2010. Potassium voltage-gated channel subfamily KQT member 1 (Homo sapiens), P51787. 310,000 tested, 0.35% active. B-score at 10 µM. CHO-K1 KCNQ1, thallium flux FluxOR fluorescence; stronger effect = higher value;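 active = fluorescence ratio B-score, a plate-corrected score, at least three library SD, with initial intensity B-score within 5 SD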
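Medium – assay buffer, equal DMSO in all wells · Material – CHO-K1 cell line with stable KCNQ1 potassium channel expression · Signal – kinetic FluxOR thallium fluorescence, 10-s 1-Hz baseline, 110-s post-stimulus read · Compound – single concentration per compound, DMSO matched to controls · Schedule – 37 °C overnight plating, 90-min dark dye load, 20-min compound pretreatment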
KCNK9 block – KCNK9 potassium channel inhibitors, primary screen, HEK293 cells, thallium flux; Potassium channel subfamily K member 9 (Homo sapiens), Q9NPC2; FluxOR thallium flux fluorescence; stronger effect = lower value; B-score at 10 µM; 310,000 tested, 1.2% active; AID 488922, 2010;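 active = ratio B-score over 3 SD below the library mean, with starting fluorescence within 5 SD of its mean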;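 also: negative B-score means less thallium flux so channel inhibition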
hERG rescue – hERG rescue from dofetilide block, primary screen, cell-based, CHO-hERG, FluxOR thallium flux, dofetilide IC70; 310,000 tested, 0.51% active; activation (rescue from dofetilide block), less the hit threshold, % at 10 µM; dofetilide IC70 present; Voltage-gated inwardly rectifying potassium channel KCNH2 (Homo sapiens), Q12809;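 active = activation above the mean of controls blocked by dofetilide plus 5 SD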;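 also: thallium influx through hERG after potassium depolarization seen as dye fluorescence rise; in these data hits start at about 4.7%; inactives centre near -7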
TMEM16A inh – TMEM16A chloride channel inhibitors, primary screen, cell-based, HTS | Anoctamin-1 (Mus musculus), Q8BHY3 | HEK293 TMEM16A/YFP iodide influx fluorescence, ionomycin | normalized B-score (activity score, 25-100; higher = stronger inhibition) at 10 µM | 310,000 tested, 1.2% active;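 active = ratio plate-corrected score three or more library SD toward inhibition, starting fluorescence score within five deviations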;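 also: score derived from kinetic fluorescence span divided by baseline fluorescence per well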
MrgX1 allo act – positive allosteric modulators of MrgX1, primary screen, HEK293 cells, Fluo-4 calcium flux. Mas-related G-protein coupled receptor member X1 (Homo sapiens), Q96LB2. FDSS; stronger effect = higher value. B-score at 10 µM. 310,000 tested, 0.63% active;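 active = plate-corrected calcium response at least 3 library SD above typical, normal starting fluorescence, not activating the receptor alone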;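 also: compound read alongside a low EC10 to EC30 dose of BAM8-22 agonist; peak minus trough fluorescence over baseline measured at the second addition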
Target sequence (Q96LB2 whole entry, looked up): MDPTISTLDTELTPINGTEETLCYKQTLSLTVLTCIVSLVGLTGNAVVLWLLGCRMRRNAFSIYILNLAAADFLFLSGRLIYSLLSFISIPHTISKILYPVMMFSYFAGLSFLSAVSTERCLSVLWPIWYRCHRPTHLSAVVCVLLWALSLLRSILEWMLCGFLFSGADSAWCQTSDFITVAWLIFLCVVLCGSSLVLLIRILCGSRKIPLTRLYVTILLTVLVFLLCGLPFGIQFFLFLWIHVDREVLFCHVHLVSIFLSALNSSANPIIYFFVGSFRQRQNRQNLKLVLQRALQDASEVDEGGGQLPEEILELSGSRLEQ
ANO1 activ – TMEM16A chloride channel activators or potentiators, primary screen, cell-based, HTS; Anoctamin-1 (Mus musculus), Q8BHY3; AID 623877, 2012; HEK293 TMEM16A/YFP-H148Q/I152L, iodide quench fluorescence; stronger effect = lower value; 340,000 tested, 0.3% active; B-score at 10 µM;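 active = fluorescence-ratio B-score plate-corrected deviation score at least 3 library SD below zero, with starting fluorescence score within 5 deviations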;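 also: channel opened by trigger with iodide after compound preincubation; score built on the fluorescence ratio of max minus min over baseline; more negative score means more quench and so TMEM16A activation or potentiation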
KCNQ1 block – inhibitors of human KCNQ1 channel, primary screen, cell-based, thallium flux, high-throughput; CHO-K1 KCNQ1, FluxOR thallium flux fluorescence; stronger effect = higher value; Potassium voltage-gated channel subfamily KQT member 1 (Homo sapiens), P51787; B-score at 10 µM; 310,000 tested, 1.3% active;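 active = compounds whose thallium flux B-score, printed positive for inhibition, exceeds three library SD while starting fluorescence stays within three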;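 also: channel opened by potassium depolarization with thallium stimulus after 20 min compound exposure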
RGS4 inh – RGS4 inhibitors, primary screen, cell-based, HEK293 M3R inducible RGS4, calcium flux; Fluo-4 calcium flux; stronger effect = higher value; triggered by carbachol at its EC20; Regulator of G-protein signaling 4 (Homo sapiens), P49798; AID 463165, 2010; 310,000 tested, 0.45% active; B-score at 10 µM;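 active = B-score, a plate-corrected calcium signal, over three deviations above library mean, with baseline fluorescence within five deviations of library mean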;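 also: RGS4 expression induced by doxycycline in cells with stable M3 receptor; B-score is computed from the integrated fluorescence ratio over baseline after carbachol; higher B-score means a larger calcium signal and so more RGS4 inhibition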
Target sequence (P49798 whole entry, looked up): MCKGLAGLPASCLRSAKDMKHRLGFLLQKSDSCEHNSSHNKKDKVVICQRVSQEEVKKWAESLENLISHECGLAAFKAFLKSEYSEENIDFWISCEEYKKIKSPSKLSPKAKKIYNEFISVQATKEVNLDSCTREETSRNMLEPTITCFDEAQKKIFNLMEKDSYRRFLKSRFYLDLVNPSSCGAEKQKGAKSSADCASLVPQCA
MrgX1 agonist – agonists of human MrgX1 receptor, primary screen, HEK293 cells, Fluo-4 calcium flux | Fluo-4 calcium fluorescence, agonist mode; stronger effect = higher value | B-score at 10 µM | 310,000 tested, 0.44% active | AID 588627, 2011;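 active = calcium response B-score plate-corrected fluorescence ratio at least 3 library SD, with starting fluorescence B-score inside 5 SD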
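Test system: HEK293 cells stably expressing human MrgX1 receptor; amount: 15,000 cells per well; doses: compound delivered in addition one of three; times: overnight plating before 1 h dye loading; detection: Fluo-4 NW calcium-flux fluorescence, kinetic read; read-out basis: B-scored fluorescence response ratio; controls: positive and negative controls per plate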
RGS4 pot – RGS4 potentiators or activators, primary screen, cell-based, HEK293 M3R inducible RGS4, calcium flux; B-score at 10 µM; 310,000 tested, 0.92% active; carbachol calcium flux Fluo4; stronger effect = lower value;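 active = B-score of the integrated calcium signal more than 4 SD below the library mean, with starting fluorescence not abnormally high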;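 also: negative B-score means reduced calcium response which marks RGS4 activation or potentiation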
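test system = M3R-expressing HEK293 line, RGS4 induced by doxycycline | probe or stimulus = carbachol at ECmax as muscarinic agonist stimulus | timing = dye loading 30 min 37 °C, buffer rest 30 min RT | signal = calcium dye Fluo4 fluorescence | evaluation = B score from integrated fluorescence ratio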
KCNK3 inh – human KCNK3 channel inhibitors, primary screen, CHO cells, FluxOR thallium flux, B-score; Potassium channel subfamily K member 3 (Homo sapiens), O14649; FluxOR fluorescence; stronger effect = lower value; B-score at 10 µM; 340,000 tested, 0.84% active; AID 602410, 2012;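 active = B-score under library mean minus 4 SD, starting fluorescence ratio at most library mean plus 5 SD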;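 also: more negative B-score means stronger inhibition of thallium flux through KCNK3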
Target sequence (O14649 whole entry, looked up): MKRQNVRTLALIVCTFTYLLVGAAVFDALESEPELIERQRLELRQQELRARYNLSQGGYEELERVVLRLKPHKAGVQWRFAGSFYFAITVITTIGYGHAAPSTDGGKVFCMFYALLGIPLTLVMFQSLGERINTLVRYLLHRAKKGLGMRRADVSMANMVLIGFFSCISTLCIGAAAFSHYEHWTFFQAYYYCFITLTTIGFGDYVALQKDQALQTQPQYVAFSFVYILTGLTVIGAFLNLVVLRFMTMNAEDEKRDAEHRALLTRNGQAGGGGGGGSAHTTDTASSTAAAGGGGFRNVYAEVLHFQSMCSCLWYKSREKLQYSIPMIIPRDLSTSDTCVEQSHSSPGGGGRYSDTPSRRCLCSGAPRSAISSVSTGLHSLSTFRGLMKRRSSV
The depositor's hits bear a star; i = inactive; x = no result given.

SMILES | KCNQ1 pot | KCNK9 block | hERG rescue | TMEM16A inh | MrgX1 allo act | ANO1 activ | KCNQ1 block | RGS4 inh | MrgX1 agonist | RGS4 pot | KCNK3 inh
Cc1csc(NC(=O)c2ccccc2O)n1 | i | i | -6 | i | i | i | i | i | i | i | i
Cc1ccc(NC(=O)C2C3/C=C\CCCCC32)cc1C (centres undefined) | i | i | 2 | i | i | i | i | i | i | i | i
CN1CCC(N(C)C(=S)Nc2ccc(F)cc2)CC1 | i | i | -7 | i | i | i | i | i | i | i | i
COc1ccc(N2C(=O)CC(C#N)=C2N)cc1 | i | i | -5 | i | i | i | i | i | i | i | i
O=C(COc1ccc([N+](=O)[O-])cc1Cl)NCC1CCCO1 (centres undefined) | i | i | -6 | i | i | i | i | i | i | i | i
Oc1c(C(c2ccccn2)N2CCC(Cc3ccccc3)CC2)cc(Cl)c2cccnc12 (centres undefined) | i | i | -2 | i | i | x | 13* | i | i | i | x
O=C(NCCN1CCOCC1)Nc1ccc(Cl)cc1Cl | i | i | 1 | i | i | i | i | i | i | i | i
CCN(CC(=O)NCc1ccc(Cl)cc1)Cc1cc(=O)n2ccsc2n1 | i | i | -6 | i | i | i | i | i | i | i | i
CC1CCCCN1CC(=O)NCc1ccc2c(c1)OCO2 (centres undefined) | i | i | -5 | i | i | i | i | i | i | i | i
O=C(N/C(=C\c1cccc([N+](=O)[O-])c1)C(=O)N(CCO)CCO)c1ccco1 | i | i | -7 | i | i | i | i | i | i | i | i
Cc1cccc(C)c1N1CCN(c2ccc3nnc(C(F)(F)F)n3n2)CC1 | i | i | -1 | i | i | i | i | i | i | i | i
Cn1c(=O)n(CC#N)c2ccccc21 | i | i | -3 | i | i | i | i | i | i | i | i
CC1=C(C)CC(C(=O)Nc2nc(-c3ccc(C)cc3C)c(C)s2)C(C(=O)O)C1 (centres undefined) | i | i | -12 | i | i | i | i | i | i | i | i
CCc1ccc(NC(=O)CCC(=O)c2ccc(C)cc2)cc1 | i | i | -8 | i | i | i | i | i | i | i | i
CCOc1ccc(OCCOCCN2CCc3ccccc3C2)cc1 | i | i | -9 | i | i | i | i | i | i | i | i
C=COCCNC(=O)Nc1ccc(Cl)cc1Cl | i | i | -7 | i | i | i | i | i | i | i | i
CC(=O)c1cccc(OCC(=O)Nc2cc(S(=O)(=O)N3CCOCC3)ccc2N2CCCC2)c1 | i | i | -5 | i | i | i | i | i | i | i | i
O=C(O)c1cccc(C(=O)c2cccc3ccccc23)c1 | i | i | -11 | i | i | i | i | i | i | i | i
Cc1csc(N2CCN(c3cc4nc(-c5ccncc5)[nH]c4cc3Cl)CC2)n1 | i | i | -22 | i | i | i | i | i | i | i | i
O=C(Nc1ccccc1C(=O)OC1CCOC1=O)c1ccco1 (centres undefined) | i | i | -11 | i | i | i | i | i | i | i | i
COc1ccc(C2CC(c3ccc(OC)cc3)n3nc(NC(=O)c4ccco4)nc3N2)cc1 (centres undefined) | i | i | -9 | i | i | i | i | i | i | i | i
Cc1cccc(C(=O)OCC(=O)NCCNC(=O)COC(=O)c2cccc(C)c2C)c1C | i | i | -8 | i | i | i | i | i | i | i | i
COc1ccc(-c2csc(N3CCSCC3)n2)cc1 | i | i | -7 | i | i | i | i | i | i | i | i
CN(C)S(=O)(=O)c1ccc(N2CCCC2)c(C(=O)Nc2nc(-c3ccc(F)cc3)cs2)c1 | i | i | -7 | i | i | i | i | i | i | i | i
COC(=O)C(CC(C)C)NC(=O)c1ccc([N+](=O)[O-])cc1 (centres undefined) | i | i | -5 | i | i | i | i | i | i | i | i
(next part)
SMILES | KCNQ1 pot | KCNK9 block | hERG rescue | TMEM16A inh | MrgX1 allo act | ANO1 activ | KCNQ1 block | RGS4 inh | MrgX1 agonist | RGS4 pot | KCNK3 inh
C/C(=N\O)C1(C)N(O)C(C)(C)C(c2ccc(F)cc2)=[N+]1[O-] (centres undefined) | i | i | -7 | i | i | i | i | i | i | i | i
CC(C)c1ccc(NC(=O)C2CC(=O)N(C3CCCC3)C2)cc1 (centres undefined) | i | i | -4 | i | i | i | i | i | i | i | i
O=C(O)c1ccc(S(=O)(=O)Nc2ccc(O)c(Sc3nc4ccccc4s3)c2)cc1 | i | i | -1 | i | i | i | i | i | i | i | i
Cc1ccc2ncnc(Nc3cccc(C(=O)O)c3)c2c1 | i | i | -5 | i | i | i | i | i | i | i | i
CCc1ccc(NC(=O)C(C)OC(=O)c2cccc(S(=O)(=O)N3CCc4ccccc4C3)c2)cc1 (centres undefined) | i | i | -14 | i | i | i | i | i | i | i | i
Cc1cc(C(=O)Nc2nc(C)c(C(=O)N(C)C)s2)ccc1[N+](=O)[O-] | i | i | -3 | i | i | i | i | i | i | i | i
O=C(CSc1nnc(-c2cccs2)n1Cc1ccccc1)N1CCc2ccccc2C1 | i | i | -9 | i | i | i | i | i | i | i | i
Cc1ccc(Cl)cc1NC(=S)N(Cc1ccco1)C(C)c1cccs1 (centres undefined) | i | -9.6* | -9 | i | i | i | i | i | i | i | -11*
OC(COc1ccc(Cl)cc1)CSc1ccccn1 (centres undefined) | i | i | -3 | i | i | i | i | i | i | i | i
Cc1cc(Cl)c2oc(C(=O)NCC(C)(C)N3CCOCC3)c(C)c2c1 | i | i | -12 | i | i | i | i | i | i | i | i
COC(=O)c1nn(-c2ccccc2)nc1-c1nn(-c2ccccc2)nc1C(=O)OC | i | i | -12 | i | i | i | i | i | i | i | i
Cc1ccc(NC(=O)CSc2nnc(Cc3ccccc3)o2)c(C)c1 | i | i | -8 | i | i | i | i | i | i | i | i
Cc1c(Cl)cccc1NC(=O)Nc1cc(C(C)(C)C)nn1C | i | i | -10 | i | i | i | i | i | i | i | i
COc1ccccc1-c1nc(S(=O)(=O)c2ccccc2)c(N2CCOCC2)o1 | i | i | -18 | i | i | i | i | i | i | i | i
CCCOc1ccccc1C1NC(=O)NC(C)=C1C(=O)OCCOC(C)C (centres undefined) | i | i | -7 | i | i | i | i | i | i | i | i
O=C(CCCn1c(=O)[nH]c2ccsc2c1=O)NC1CCCCC1 | i | i | -3 | i | i | i | i | i | i | i | i
CCOc1ccc(NC(=O)Cn2nnc(-c3ccccc3NC(=O)C3CC3)n2)cc1 | i | i | -5 | i | i | i | i | i | i | i | i
O=[N+]([O-])c1c(NCCO)cc(N2CCCCCC2)c2nonc12 | i | i | -6 | i | i | i | i | i | i | i | i
CN1CCN(c2nc(-c3ccc(Br)cc3)nnc2-c2ccccc2)CC1 | i | i | -12 | i | i | i | i | i | i | i | i
Cc1ccc(S(=O)(=O)NC(C(=O)N2CCOCCOCCOCC2)C(C)C)cc1 (centres undefined) | i | i | -13 | i | i | i | i | i | i | i | i
N#Cc1c(F)cccc1N1CCC(C#N)CC1 | i | i | -1 | i | i | i | i | i | i | i | i
CC12CN3CC(C)(CN(C1)C3c1ccccc1F)C2 (centres undefined) | i | i | -3 | i | i | i | i | i | i | i | i
NS(=O)(=O)c1ccc(CCNC(=O)c2cccc([N+](=O)[O-])c2)cc1 | i | i | -2 | i | i | i | i | i | i | i | i
CC(C)CN(C(=O)CCCSc1nc2ccccc2[nH]1)c1c(N)n(Cc2ccccc2)c(=O)[nH]c1=O | i | i | -11 | i | i | i | i | i | i | i | i
Cc1ccc(S(=O)(=O)N2CCN(C(=O)CN3CCc4ccccc4C3)CC2)cc1 | i | i | -19 | i | i | i | i | i | i | i | i
Next compounds follow:
SMILES | KCNQ1 pot | KCNK9 block | hERG rescue | TMEM16A inh | MrgX1 allo act | ANO1 activ | KCNQ1 block | RGS4 inh | MrgX1 agonist | RGS4 pot | KCNK3 inh
COc1cc(/C=C/C(=O)N(Cc2ccccc2)c2ccccn2)cc(OC)c1OC | i | i | -8 | i | i | i | i | i | i | i | i
O=C(Cc1cccs1)Nc1nnc(SCc2ccc(C(F)(F)F)cc2)s1 | i | i | -8 | i | i | i | i | i | i | i | i
Cc1ccc(S(=O)(=O)c2nc(C)oc2N2CCOCC2)cc1 | i | i | -1 | i | i | i | i | i | i | i | i
COc1ccc(CC(=O)N2CCC(CCC(=O)Nc3ccccc3)CC2)cc1 | i | i | -9 | i | i | i | i | i | i | i | i
CN(C)c1ccc(NC(=O)CN2CCC(C(=O)c3ccc(F)cc3)CC2)cc1 | i | i | -5 | i | i | i | i | i | i | i | i
COc1ccccc1Oc1ccc(S(=O)(=O)N2CCCCC2)cc1NC(=O)CCNC(C)=O | i | i | -8 | i | i | i | i | i | i | i | i
Cc1cccc(-n2c(-c3cccc([N+](=O)[O-])c3)nc3nc4ccccc4nc32)c1 | i | i | -9 | i | i | x | i | i | i | i | x
O=C(COC(=O)C1(c2ccc(Cl)cc2)CCCC1)NCc1ccco1 | i | i | -6 | i | i | i | i | i | i | i | i
CC(=O)C1=C(c2ccccc2)NC(=O)NC1c1ccccc1 (centres undefined) | i | i | -6 | i | i | i | i | i | i | i | i
COC(=O)c1cc(NC(=O)C2(S(=O)(=O)c3ccc(Cl)cc3)CC2)cc(C(=O)OC)c1 | i | i | -9 | i | i | i | i | i | i | i | i
O=C(CSc1nc2ccccc2c(=O)n1NC(=O)Cc1ccccc1)NCCc1ccccc1 | i | i | -8 | i | i | i | i | i | i | i | i
O=C(O)c1ccc(COc2ccc3ccccc3c2)o1 | i | i | 0 | i | i | i | i | i | i | i | i
COc1ccc(N/C=C/C(=O)C(F)(F)F)cc1 | i | i | -1 | i | i | i | i | i | i | i | i
COc1ccc(NC(=O)c2nn(C)c3c2CS(=O)(=O)c2ccccc2-3)cc1 | i | i | -11 | i | i | i | i | i | i | i | i
